PI5P4Ka inh: qHTS for Inhibitors of phosphatidylinositol 5-phosphate 4-kinase (PI5P4K). 1.2% of 330,000 active. PI5P4Kalpha enzyme, ADP-Glo luminescence, 60 min; hits give low values. Phosphatidylinositol 5-phosphate 4-kinase type-2 alpha (Homo sapiens), P48426. max response, %; active means max response of -50% or lower; inconclusive means between -30% and -50%; inactive means -30% or higher; further: value at the top dose of about 77 µM; on the % scale 0 is the no-effect control and ±100 the full control effect
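Luminescence from ADP-Glo served as readout of PI5P4Kalpha activity in a qHTS format. Reaction: enzyme, substrate, compound, ATP at 5 microM final, 60 min at RT.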
DRD3 agonist: qHTS of D3 Dopamine Receptor Agonist: qHTS. max activation, %. 0.58% of 410,000 active. D3R DiscoveRx beta-arrestin cells, luminescence, 90 min. D(3) dopamine receptor (Homo sapiens), P35462; in the data active means max activation above about 30%; further: 0% is about no effect; mostly tested at two doses, the higher about 12 µM
Target sequence (P35462 whole entry, looked up): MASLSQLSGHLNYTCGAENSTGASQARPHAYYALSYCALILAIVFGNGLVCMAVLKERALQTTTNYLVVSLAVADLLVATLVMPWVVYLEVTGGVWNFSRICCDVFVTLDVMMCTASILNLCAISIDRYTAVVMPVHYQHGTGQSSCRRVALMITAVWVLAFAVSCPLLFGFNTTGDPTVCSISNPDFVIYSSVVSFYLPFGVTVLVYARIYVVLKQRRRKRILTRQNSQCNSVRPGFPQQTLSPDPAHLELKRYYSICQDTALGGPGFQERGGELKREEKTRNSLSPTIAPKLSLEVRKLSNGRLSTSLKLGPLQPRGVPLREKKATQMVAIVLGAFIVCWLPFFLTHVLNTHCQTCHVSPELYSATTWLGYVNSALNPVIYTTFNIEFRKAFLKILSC
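Agonist-mode cell screen: cells plated at 1500/well and incubated overnight at 37 °C, then exposed to library compounds for 90 min at 37 °C. Detection reagent was added for 30–60 min at room temperature, and luminescence was read.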
IL2 activator: qHTS of IL-2 Activators; 0.065% of 360,000 active; activation, % (series mostly up to about 46 µM); IL-2 activation reporter assay, cell-based qHTS; stimulated with anti-CD3/CD4/CD28 beads; in transgenic mouse T cells; in the data active means activation above about 50%; inconclusive means mostly about 30% to 49%; further: 0% is about no effect
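Using fluorescent plate cytometry, EGFP and DsRed are detected in transgenic mouse T cells stimulated 18 h at 37 degrees C with antibody-coated beads after 60 min compound pretreatment.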
GLP-1R agonist: qHTS of GLP-1 Receptor Agonists; Glucagon-like peptide 1 receptor (Homo sapiens), P43220; HEK293 GLP-1R CRE-luciferase, luminescence, 4-6 h; cells express a hypersensitive GLP-1R form; Potency, µM (doses to about 45.6 µM), without a hit: at the top dose activation, usual class: activators; 0.007% of 380,000 active; further: potency means the concentration at half of the fitted maximal effect; % of control where 0% means no effect
DRD3 antagonist: qHTS of D3 Dopamine Receptor Antagonist: qHTS. D(3) dopamine receptor (Homo sapiens), P35462. D3R cells, DiscoveRx beta-arrestin luminescence, antagonist mode; hits give low values. max response, negative = inhibition, %. 2.5% of 360,000 active; in the data active means max response below about -50%; inconclusive means no clear call, values can overlap the other calls; further: on the % scale 0 is the no-effect control and ±100 the full control effect; mostly tested at two doses, the higher about 12 µM
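Cells plated overnight at 1500 cells/well, then exposed to library compounds with dopamine controls for 90 minutes at 37 degrees C. DiscoveRx reagent added for 30–60 minutes at room temperature; luminescence read, quantitative HTS format.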
WRN inhibitor: qHTS for Inhibitors of WRN Helicase. Bifunctional 3'-5' exonuclease/ATP-dependent helicase WRN (Homo sapiens), Q14191. WRN helicase unwinding, fluorescent forked duplex, kinetic. Potency, µM (titrated, usually from 114 µM), for inactives: top-dose activity change, negative = inhibition, usual class: inhibitors. 0.46% of 360,000 active. AID 651768, 2012; further: potency means the concentration at half of the fitted maximal effect; on the % scale 0 is the no-effect control and ±100 the full control effect; nearly all actives have a fitted effect of over 55% in size
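Primary qHTS, 1536-well format. 20 nM WRN + compound, 15 min RT; start with 100 nM forked fluorophore/quencher duplex, 2 mM ATP (final); kinetic read ex 525/em 598 nm.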
PLK1 PBD block: qHTS for Inhibitors of PLK1-PDB (polo-like kinase 1 - polo-box domain): Primary Screen. Serine/threonine-protein kinase PLK1 (Homo sapiens), P53350. Plk1 PBD binding of FITC phosphopeptide, fluorescence polarization. Potency, µM, for the others: max response, negative = inhibition, actives largely listed as inhibitors. 2.8% of 360,000 active. AID 720504, 2013; further: potency means the concentration at half of the fitted maximal effect; series mostly up to about 57 µM; on the % scale 0 is the no-effect control and ±100 the full control effect; nearly all actives have a fitted effect of over 65% in size
Target sequence (P53350 whole entry, looked up, the tested form may be a part): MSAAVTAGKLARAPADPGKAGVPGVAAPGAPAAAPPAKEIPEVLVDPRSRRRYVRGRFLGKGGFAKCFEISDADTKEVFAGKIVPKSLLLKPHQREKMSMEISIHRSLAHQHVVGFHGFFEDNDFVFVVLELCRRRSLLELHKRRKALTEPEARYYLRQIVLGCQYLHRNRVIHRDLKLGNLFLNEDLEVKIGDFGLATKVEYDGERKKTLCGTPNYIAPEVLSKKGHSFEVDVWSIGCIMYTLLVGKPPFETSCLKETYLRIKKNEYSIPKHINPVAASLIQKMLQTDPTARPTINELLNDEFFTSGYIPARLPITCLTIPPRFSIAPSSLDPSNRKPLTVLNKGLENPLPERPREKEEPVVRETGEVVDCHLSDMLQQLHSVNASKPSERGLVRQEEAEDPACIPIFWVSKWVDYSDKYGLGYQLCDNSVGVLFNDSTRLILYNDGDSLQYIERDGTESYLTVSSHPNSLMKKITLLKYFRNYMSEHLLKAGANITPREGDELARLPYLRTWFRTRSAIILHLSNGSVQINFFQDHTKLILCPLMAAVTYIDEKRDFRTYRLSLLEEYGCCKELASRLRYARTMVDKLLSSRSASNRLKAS
GLP1R inv ag: qHTS of GLP-1 Receptor Inverse Agonists (Inhibition Mode) | Glucagon-like peptide 1 receptor (Homo sapiens), P43220 | HEK293 GLP-1R CRE-luciferase, luminescence, 24 h; GLP-1R form is constitutively active | Potency, µM (titrated, usually from 38.3 µM), for inactives: top-dose activity change, negative = inhibition, actives largely listed as inhibitors | 1.6% of 410,000 active | AID 624417, 2012; further: potency means the concentration at half of the fitted maximal effect; on the % scale 0 is the no-effect control and ±100 the full control effect; nearly all actives have a fitted effect of over 55% in size
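Luminescence readout: a drop in cAMP-driven luciferase signal flags inverse agonism at a constitutively active GLP-1R stably expressed in HEK293. Compound exposure lasted 24 hr at 37 deg C, 5% CO2.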
HEK293 tox: qHTS of GLP-1 Receptor Inverse Agonists: Cytotox Screen; 0.13% of 410,000 active; AID 624418, 2012; HEK293 cAMP-luciferase reporter cells, luminescence, 24 h; Potency, µM (series often up to 38.3 µM), inactives show at the highest dose activity change, negative = inhibition, most hits filed as inhibitors;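 further: loss of luciferase light is scored as toxicity; potency means the concentration at half of the fitted maximal effect; on the % scale 0 is the no-effect control and ±100 the full control effect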
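Step one: seed cells (200 cells/uL, DMEM with 10% Nu serum, 1% pen-strep). Step two: 12-hour incubation at 37 deg C. Step three: pin 23 nL compound, incubate 24 hr. Step four: add luciferase reagent, read luminescence 12 min later.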
* marks the source's active call; other numbers are inactive results; ? = inconclusive; . = not tested or not shown; [ ] = another dose, or the depositor's remark. Unless noted, the call rests on the fitted dose curve; in most records, active means well fitted curve in the direction sought with a large enough effect; inconclusive means small, poorly fitted or top-dose-only effect, or another doubt; inactive means no such curve, though single readings can be large; an effect the other way counts as inactive or inconclusive.

Preview, two compounds:
SMILES	PI5P4Ka inh	DRD3 agonist	IL2 activator	GLP-1R agonist	DRD3 antagonist	WRN inhibitor	PLK1 PBD block	GLP1R inv ag	HEK293 tox
CCOCCn1c(CN2CCN(CC)CC2)nc2c1c(=O)n(C)c(=O)n2C	1.7	3.4	-0.4	-2.8%	25.8	1.2%	3.3%	6.9%	-1.1%
CC(C)C(=O)N1CCCC1(C)C(=O)Nc1ccc(-n2cncn2)cc1 (stereo not drawn)	-0.7	-2.0	0.7	-6.9%	8.8	-8.3%[57.1 µM]	3.7%	22.7%	11.3%

All compounds of this part, previewed entries included:
SMILES	PI5P4Ka inh	DRD3 agonist	IL2 activator	GLP-1R agonist	DRD3 antagonist	WRN inhibitor	PLK1 PBD block	GLP1R inv ag	HEK293 tox
CCOCCn1c(CN2CCN(CC)CC2)nc2c1c(=O)n(C)c(=O)n2C	1.7	3.4	-0.4	-2.8%	25.8	1.2%	3.3%	6.9%	-1.1%
CC(C)C(=O)N1CCCC1(C)C(=O)Nc1ccc(-n2cncn2)cc1 (stereo not drawn)	-0.7	-2.0	0.7	-6.9%	8.8	-8.3%[57.1 µM]	3.7%	22.7%	11.3%
Cc1cnc(CNC(=O)c2csc([C@H]3C[C@H](O)[C@@H](CO)O3)n2)cn1	4.9	4.0	-0.5	3.3%	1.5	-8.3%	-1.7%	-2.3%	-10.4%
O=C(CCCN1C(=O)c2cccnc2C1=O)Nc1ccccc1F	2.1	5.0	0.1	-1.6%	18.2	-0.1%	8.3%	0.0%[7.66 µM]	2.5%[7.66 µM]
Cc1onc(-c2ccccc2Cl)c1C(=O)Oc1cc(N)n(S(=O)(=O)c2ccc(F)cc2)n1	0.2	-2.7	0.6	-11.9%	-10.6	8.6%	0.9%	?	-27.9%
CC1CCCN(CCOCCOc2ccccc2-c2ccccc2)C1 (stereo not drawn)	5.8	13.0	-0.5	-17.7%	?	7.4%	0.4%	?	?
Cc1nc(Cl)c(C(=O)NC(C)(C)C)c(C)c1Cl	-7.0	10.5	-0.7	3.6%	11.5	7.6%	?	1.6%	6.1%
CC(C)(C)c1ccc(NC(=O)C2=CN3CCS(=O)(=O)N=C3C=C2)cc1	-0.5	-14.2	0.3	-3.8%	10.0	5.2%	3.3%	-14.9%	-5.0%
Cc1ccc(C(=O)Cn2nnc3ccccc32)cc1C	.	1.9	-2.3	0.4%	15.9	-5.7%	-7.9%	10.7%	19.9%
COc1ccc(NC(=O)CCN2C(=O)c3ccc([N+](=O)[O-])cc3C2=O)c(OC)c1	1.5	4.5	-0.3	-10.2%	-2.2	-6.0%	-2.3%	2.5%	-6.8%
CCc1nc2ccc(C(=O)NCCCN3CCCC3=O)cn2c1N(C)C(=O)C1CCCCC1	7.3	7.5	-0.1	8.4%	0.4	-3.7%	-3.8%	13.7%	3.9%
Cc1c(C(=O)Nc2ccccc2F)cnn1-c1ccccc1	-0.9	1.6	0.1	-5.5%	-7.6	-0.6%	-17.0%	-25.1%	-2.7%

Brought forward from above: 2 entries, then new ones.
SMILES	PI5P4Ka inh	DRD3 agonist	IL2 activator	GLP-1R agonist	DRD3 antagonist	WRN inhibitor	PLK1 PBD block	GLP1R inv ag	HEK293 tox
CCc1nc2ccc(C(=O)NCCCN3CCCC3=O)cn2c1N(C)C(=O)C1CCCCC1	7.3	7.5	-0.1	8.4%	0.4	-3.7%	-3.8%	13.7%	3.9%
Cc1c(C(=O)Nc2ccccc2F)cnn1-c1ccccc1	-0.9	1.6	0.1	-5.5%	-7.6	-0.6%	-17.0%	-25.1%	-2.7%
COc1cccc(CN2CCN(C(=O)c3cccc(OC)c3)CC2)c1	7.6	-7.9	1.3	-4.9%	-2.4	6.1%	-1.0%	-17.4%	-4.6%
COc1ccc(S(=O)(=O)Nc2ccccc2C(=O)N2CCCC2)cc1OC	0.8	-5.3	-3.1	-0.3%	-16.6	-2.5%	-11.8%	17.0%	4.6%
CCOC(=O)c1c(NC(=O)CSc2nnnn2-c2ccccc2OCC)sc2c1CC(C)(C)NC2(C)C	0.5	1.4	-1.1	10.0%	-3.7	-0.2%	2.7%	10µM*	?
CC(C)NC(=O)CSc1c2c(nc3ccccc13)CCCC2	-2.4	-13.0	-3.3	1.3%	-14.2	-0.9%	-10.4%	33.6%[activator]	-2.8%
COCCn1c(SCC(=O)NC2CCCC2)nnc1-c1ccncc1	-0.4	-1.5	1.1	5.3%	-0.4	5.6%	-15.4%	4.7%	8.0%
COCCn1c(SCC#N)nnc1-c1ccc2c(c1)OCO2	.	0.7	-3.2	-4.7%	0.7	10.9%	-3.8%	0.0%	-10.5%
CC(C)C(C)NC(=O)COc1ccc(S(=O)(=O)N2CCOCC2)cc1[N+](=O)[O-] (stereo not drawn)	-2.3	-5.4	1.0	4.4%	-3.9	-13.0%	-1.5%	5.0%	-9.8%
Cc1nn(-c2ccccc2)c(N2CCCC2)c1/C=N/Nc1ccc(S(=O)(=O)Nc2ccccc2)cc1[N+](=O)[O-]	-11.9	-9.6	-0.5	-0.7%	?	0.3%	-8.2%	?	-24.1%
CC1CCCCN1c1ccc(N)cc1C(N)=O (stereo not drawn)	4.4	-0.9	1.1	1.6%	-9.1	-9.6%	-10.4%	-28.1%	-2.1%
NC(=NCc1ccccc1)NN=Cc1ccnc2ccccc12	?	-1.0	-0.7	11.2%	4.1	-7.8%	-18.5%	-27.4%	-4.4%
COc1cccc(CN2CCC(C)(Oc3cccc(Cl)c3)C2)c1OC (stereo not drawn)	10.7	-17.1	-0.3	-1.2%	?	3.2%	-4.8%	?	-2.3%
CCc1nnc(NC(=O)CSc2nnc(COc3ccccc3C)o2)s1	0.9	2.8	3.0	-5.1%	1.7	0.7%	-16.5%	-14.8%	-26.1%
CC(C)CCN(C(=S)Nc1cccc(F)c1)C1CCN(C(C)C)CC1	1.4	-15.2	-1.3	0.7%	?	-5.2%	-5.0%	?	?
CSc1ncccc1C(=O)OCC(=O)c1ccc(Cl)s1	6.1	-12.2	-4.2	9.3%	-14.4	20.1%	-0.9%	13.9%	-1.7%
Cc1ccc(S(=O)(=O)N2CCCC2C(=O)NCc2ccncc2)cc1 (stereo not drawn)	-3.1	-9.6	-2.9	-4.4%	10.1	-0.6%	-8.0%	0.8%	2.0%
CCOC(=O)C1CCCN(C(=O)c2[nH]c3ccc(OC)cc3c2C)C1 (stereo not drawn)	0.2	-6.1	-1.2	-1.1%	-3.7	-4.9%	-5.2%	-25.2%	14.3%
CC(Sc1ccsc1[N+](=O)[O-])C(=O)NCc1ccco1 (stereo not drawn)	?	-2.1	-1.9	1.2%	-10.5	-15.4%	-20.2%	14.5%	-20.4%
COc1ccccc1C(=O)C1CCCN(C(=O)Nc2ccccc2F)C1 (stereo not drawn)	0.3	-6.2	-2.5	-1.4%	-8.5	0.1%	-2.3%	-3.7%	1.6%
Fc1ccc(Nc2nc(N3CCOCC3)nc(N3CCOCC3)n2)cc1	-1.5	-7.5	-2.9	1.9%	-27.0	-1.4%	-10.0%	?	10.8%
COc1ccc(N2C(=O)CSC23C(=O)N(Cc2ccc(C)cc2)c2ccccc23)cc1Cl (stereo not drawn)	.	-3.6	.	-8.5%	.	.	.	?	3.1%
COc1ccccc1C1C2=C(N=C3SCC(=O)N31)c1ccccc1CC2 (stereo not drawn)	1.2	3.6	0.5	-12.9%	24.4	-3.4%	-8.6%	-0.9%	-3.8%
NC1(CO)COC(c2ccccc2)OC1 (stereo not drawn)	-20.5	8.4	-1.0	-0.1%	16.6	-8.4%	11.5%	8.3%	-12.8%
CCN(CC)c1ccc(NC(=O)c2cnccn2)cc1S(=O)(=O)Nc1ccc(OC)cc1	-2.0	-2.3	0.0	15.3%	0.2	-13.0%	-3.6%	?	-21.2%
O=C(Nc1ccc(-c2nc3ccccc3s2)cc1)c1cc(-n2cnnc2)ccc1Cl	.	15.8	-2.3	0.1%	23.2	-14.1%	-12.2%	6.2%	-23.6%
Cc1ccnc(NC(=O)CCc2c(C)nc3ncnn3c2C)c1	.	-1.1	-1.5	-7.2%	26.4	-15.8%	2.9%	0.0%	-1.0%
N=c1n(CCN2CCOCC2)c2ccccc2n1CC(=O)c1cccc([N+](=O)[O-])c1	6.1	-1.4	-0.7	9.3%	2.0	1.5%	14.6%	-21.0%	-24.2%
COc1ccc(C(=O)NC2CC2)cc1OC1CCN(Cc2ccccc2O)CC1	0.2	-29.7	-0.5	0.2%	-23.4	?	0.6%	-26.5%	-3.3%
CC(C)(C)c1ccc(NC(=S)NCCc2ccccn2)cc1	6.6	-17.4	0.0	0.9%	-24.9	-19.6%	4.3%	?	?
CCCCCCNCc1c(F)cccc1Cl	3.7	-6.2	-0.3	3.6%	-13.3	-11.4%	-3.0%	17.2%	4.7%
CC(C)(C)NC(=O)c1cnn2c1NC(c1ccc(F)cc1)CC2C(F)(F)F (stereo not drawn)	1.8	6.4	0.1	-17.2%	8.9	-21.0%	-5.5%	2.6%	-0.7%
CCN(CC(=O)Nc1c(F)cccc1F)C(=O)c1cc(-c2cccs2)nn1-c1ccccc1	0.6	-1.3	-1.0	-17.2%	8.5	-4.6%	0.5%	10µM*	?
CN(C)c1ccc(-c2nnc(-c3ccc(S(=O)(=O)C(F)F)cc3)o2)cc1	-4.9	4.3	0.0	0.0%	1.8	11.6%	-3.6%	0.2%	40.8%[activator]
CCOC(=O)C1=C(C)NC(C)=C(C(=O)OCC)C1c1ccc(Br)o1	14.2	-2.2	-0.6	10.9%	0.2	-26.4%[57.1 µM]	4.5%	?	4.0%[1.53 µM]
O=C(c1ccccc1)N1CCN=C1c1ccccc1	6.6	4.4	1.2	1.9%	-11.9	2.8%	-3.9%	10.7%	-23.4%

Source: PubChem (National Center for Advancing Translational Sciences (NCATS))
